# ELG1 genotoxic = qHTS screen for small molecules that induce genotoxicity in human embryonic kidney (HEK293T) cells expressing luciferase-tagged ELG1; actives 1.3% (n = 330,000); Potency, µM (titrated, usually from 46 µM), for the others: top-dose activity change, positive = activation, usual class: activators; HEK293T ELG1-luciferase reporter, luminescence, 16 h; AID 504466, 2011; also: % of control where 0% means no effect; nearly all actives have a fitted effect of over 60% in size
#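 ELG1-luciferase HEK293T cells, 2,000/well; compound pinned in; 16 hr, 37 °C, 5% CO2; ONE-Glo, 30 min RT; luminescence on CCD imager.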
# uPA surface inh = qHTS for Inhibitors of Cell Surface uPA Generation; cell surface uPA generation assay, qHTS; actives 0.31% (n = 330,000); Potency, µM (top dose mostly 38.3 µM), without a hit: at the highest dose activity change, negative = inhibition, usual class: inhibitors; AID 540303, 2011; active = well fitted inhibition curve with a large enough effect; inconclusive = small, poorly fitted or top-dose-only effect; inactive = no such curve, though single readings can be large or run the other way; tested in mouse RAW 264.7 cells; also: % is scaled to controls: 0 for no effect and ±100 for the full control effect; nearly all actives have a fitted effect of over 55% in size
# FLuc counter = qHTS profiling assay for firefly luciferase inhibitor/activator using purifed enzyme and Km concentrations of substrates (counterscreen for miR-21 project). Luciferin 4-monooxygenase (Photinus pyralis), P08659. purified FLuc, Km substrates, luminescence inhibition. Potency, µM (titrated, usually from 57.5 µM), for the others: top-dose activity change, negative = inhibition, most hits filed as inhibitors. actives 6.9% (n = 360,000);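 also: plate controls were vehicle for no effect and reference inhibitor for full effect; nearly all actives have a fitted effect of over 55% in size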
# Target sequence (P08659 whole entry, looked up): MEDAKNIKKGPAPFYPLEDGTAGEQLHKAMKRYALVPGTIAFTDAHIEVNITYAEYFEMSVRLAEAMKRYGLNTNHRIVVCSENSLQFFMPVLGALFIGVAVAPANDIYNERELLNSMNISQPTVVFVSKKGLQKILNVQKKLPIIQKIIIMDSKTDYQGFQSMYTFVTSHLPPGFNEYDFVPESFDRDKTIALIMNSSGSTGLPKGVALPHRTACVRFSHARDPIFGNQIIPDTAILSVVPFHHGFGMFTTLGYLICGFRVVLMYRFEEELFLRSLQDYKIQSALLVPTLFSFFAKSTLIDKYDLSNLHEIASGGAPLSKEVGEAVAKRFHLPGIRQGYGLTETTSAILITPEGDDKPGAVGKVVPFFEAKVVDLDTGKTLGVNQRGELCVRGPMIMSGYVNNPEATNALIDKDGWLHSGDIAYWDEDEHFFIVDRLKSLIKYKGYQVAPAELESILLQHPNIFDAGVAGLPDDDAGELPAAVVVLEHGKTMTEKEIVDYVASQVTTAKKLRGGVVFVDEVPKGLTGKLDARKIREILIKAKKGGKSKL
#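 Purified P. pyralis luciferase, 10 nM final, with Km-level 10 uM D-luciferin and 10 uM ATP in 50 mM Tris acetate pH 7.5, 10 mM Mg acetate, 0.01% Tween-20, 0.05% BSA; 6-point qHTS titration about 60 µM downward; luminescence read.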
# RORg inh = qHTS for inhibitors of ROR gamma transcriptional activity. actives 5.4% (n = 310,000). AID 2551, 2010. Potency, µM (highest dose often 53.6 µM), inactives show at the highest dose activity change, negative = inhibition, actives largely listed as inhibitors. Drosophila S2 Gal4-RORgamma UAS-luciferase reporter, 20 h; also: % is scaled to controls: 0 for no effect and ±100 for the full control effect; nearly all actives have a fitted effect of over 60% in size
# Target sequence (P51450 whole entry, looked up, the tested form may be a part): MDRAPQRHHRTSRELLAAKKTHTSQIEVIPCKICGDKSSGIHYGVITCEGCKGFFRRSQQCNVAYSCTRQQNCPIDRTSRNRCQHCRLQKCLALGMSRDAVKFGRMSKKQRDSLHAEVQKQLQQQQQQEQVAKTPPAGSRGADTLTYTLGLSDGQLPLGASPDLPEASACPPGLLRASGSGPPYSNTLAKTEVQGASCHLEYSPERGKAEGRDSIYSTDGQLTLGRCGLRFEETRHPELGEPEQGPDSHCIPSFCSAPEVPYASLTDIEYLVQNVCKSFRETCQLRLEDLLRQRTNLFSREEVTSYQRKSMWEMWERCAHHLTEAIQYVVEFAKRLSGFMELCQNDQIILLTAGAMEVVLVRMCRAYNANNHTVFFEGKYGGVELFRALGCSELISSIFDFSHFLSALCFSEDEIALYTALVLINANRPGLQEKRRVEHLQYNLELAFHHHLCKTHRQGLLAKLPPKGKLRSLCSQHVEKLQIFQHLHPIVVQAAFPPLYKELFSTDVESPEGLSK
#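 A Gal4/UAS one-hybrid system in insect cells: metallothionein-promoter Gal4–ROR gamma fusion plus Photinus luciferase reporter. Copper sulfate 700 uM final, 20 hr ambient incubation, luminescent detection after 10 min with reagent.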
# NPC1 promoter act = qHTS Assay for NPC1 Promoter Activators. Huh7 NPC1 promoter luciferase reporter, 24 h. AID 485313, 2010. actives 2.4% (n = 320,000). Potency, µM (titrated, usually from 9.22 µM), for the others: at the highest dose activation, usual class: activators;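 also: % of control where 0% means no effect; nearly all actives have a fitted effect of over 60% in size; reporter is driven by a mutant NPC1 promoter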
#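 Luminescence from an NPC1 promoter-driven luciferase reporter in stably transfected Huh7 cells was measured after 24 h compound treatment at 37 °C, followed by 10 min ambient incubation with luciferase detection reagent.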
# p53 reactivation = qHTS assay for re-activators of p53 using a Luc reporter; actives 0.063% (n = 320,000); H1299 p53-A138V BP100-luciferase reporter, luminescence, 24 h; Potency, µM (titrated, usually from 92.2 µM), inactives show at the top dose activity change, positive = activation, most hits filed as activators; also: % of control where 0% means no effect; nearly all actives have a fitted effect of over 45% in size
#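 p53-null H1299 cells stably carrying temperature-sensitive p53-A138V and a BP100-luciferase reporter were pinned with compounds (4-point, 1:5 series) and held 24 hrs at 37 deg C. Luminescence was read 10 min after detection reagent.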
# Rab9 promoter act = qHTS Assay for Rab9 Promoter Activators; Huh7 Rab9 promoter-luciferase reporter, luminescence, 24 h; Potency, µM (doses to about 9.22 µM), without a hit: at the highest dose activation, negative = inhibition, most hits filed as activators; actives 2.8% (n = 320,000); also: % of control where 0% means no effect; nearly all actives have a fitted effect of over 60% in size
#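 Quantitative HTS format; Huh7 Rab9-luciferase reporter cells (1500/well) receive compound 2 h post-plating, incubate 24 h at 37 °C, then get luciferase reagent for 10 min before luminescence reading.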
# MLL CXXC-DNA inh = qHTS Fluorescence Polarization Assay for Inhibitors of MLL CXXC domain - DNA interaction. MLL-CXXC / FITC-HOXA9 DNA fluorescence polarization. actives 0.037% (n = 290,000). Histone-lysine N-methyltransferase 2A (Homo sapiens), Q03164. AID 2662, 2010. Potency, µM (series often up to 115 µM), for inactives: at the highest dose activity change, negative = inhibition, actives largely listed as inhibitors; active = well fitted inhibition curve with a large enough effect in the polarisation, with a control signal flat, not every such curve was filed as active; inconclusive = small, poorly fitted or top-dose-only effect, or effect the other way, or a change in a side signal; inactive = no such curve, though single readings can be large or run the other way; the % refers to the polarisation
#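 Fluorescence polarization: 7 uM MLL-CXXC (stock) preincubated 5 min with compounds, then 50 nM fluorescein-HOX-A9 DNA (stock) added; 30 min ambient. Buffer 50 mM Tris-HCl pH 7.5, 50 mM NaCl, 1 mM DTT, 0.05% BSA.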
# MBNL1-CUG inh = qHTS Assay for Inhibitors of MBNL1-poly(CUG) RNA binding | Muscleblind-like protein 1 (Homo sapiens), Q9NR56 | TR-FRET MBNL1-His/biotin-(CUG)12 binding, 665/545 ratio | Potency, µM (series often up to 57.5 µM), inactives show at the highest dose activity change, negative = inhibition, actives largely listed as inhibitors | actives 0.036% (n = 280,000); active = well fitted inhibition curve with a large enough effect in the signal ratio, with a control signal flat, not every such curve was filed as active; inconclusive = small, poorly fitted or top-dose-only effect, or effect the other way, or a change in a side signal; inactive = no such curve, though single readings can be large or run the other way; the % refers to the signal ratio; also: % is scaled to controls: 0 for no effect and ±100 for the full control effect
#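 MBNL1-His + Biotin-(CUG)12, cpd titration 92 nM–58 uM; Tb anti-His Ab 0.055 ng/ul, SA-XL665 5 nM (final); 60 min RT; ratiometric 665/545 nm, Ex 340 nm; normalized to buffer and full-complex controls.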
# Gal4-VP16 FLuc = VP16 counterscreen qHTS for inhibitors of ROR gamma transcriptional activity; Potency, µM (top dose mostly 53.6 µM), inactives show at the highest dose activity, negative = inhibition, usual class: inhibitors; Drosophila S2 Gal4-VP16 UAS-luciferase, luminescence, 20 h; AID 2546, 2010; actives 3.5% (n = 310,000);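 also: Gal4-VP16 expression switched on by copper sulfate through the metallothionein promoter; % is scaled to controls: 0 for no effect and ±100 for the full control effect; nearly all actives have a fitted effect of over 50% in size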
# BRCA1 expr act = qHTS Assay to Identify Small Molecule Activators of BRCA1 Expression. MCF7-BRCA1-FFLuc reporter, luminescence, 48 h; response scale: scaled: vehicle 0%, 10 µM genistein 100%. Potency, µM (titrated, usually from 46.1 µM), for inactives: at the highest dose activation, hits mostly activators. actives 1.1% (n = 380,000). AID 624202, 2012; also: nearly all actives have a fitted effect of over 80% in size; some results filed as inactive show a strong effect at the top dose
#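 Cells: MCF7-BRCA1-FFLuc, 2000/well. Exposure: 48 h, 37 °C, 5% CO2. Read: luminescence, 15 min post-substrate. Controls: genistein 10 microM (maximal activation), DMSO (neutral).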
# Active calls of the source: *; ? = inconclusive; nt = not tested or not shown. Unless noted, calls follow the shape of the dose curve; as a rule, active = well fitted curve in the direction sought with a large enough effect; inconclusive = small, poorly fitted or top-dose-only effect, or another doubt; inactive = no such curve, though single readings can be large; an effect the other way counts as inactive or inconclusive. Potency is read from the fitted curve at half-maximal effect. A portion of the library; the hit share may differ from the screen's.
# Results follow in this order: MLL CXXC-DNA inh, BRCA1 expr act, uPA surface inh, NPC1 promoter act, p53 reactivation, FLuc counter, ELG1 genotoxic, RORg inh, Gal4-VP16 FLuc, Rab9 promoter act, MBNL1-CUG inh
[1] COc1ccc(S(=O)(=O)N2CCN(C(=O)c3c(C)nn(-c4ccccc4)c3Cl)CC2)cc1
  -6.8%, -22.1%, -3.6%, 1.8%, -3.1%, -2.7%, -3.5%, 11.9%, -4.4%, -1.3%, -0.4%
[2] COc1ccc(C2N3CC4(C)CN2CC(C)(C3)C4)cc1OC (configuration not stated)
  -7.1%, 0.3%, 4.7%, 0.4%, -2.1%, 2.2%, 0.2%, 11.8%, 6.1%, -3.0%, 3.7%
[3] O=C(O)c1cccnc1SC1CC(=O)N(Cc2ccccc2)C1=O (configuration not stated)
  -11.3%, 3.6%, 4.1%, 0.3%, 6.5%, 3.4%, 6.3%, -2.5%, 9.0%, -5.2%, 2.7%
[4] Cc1nn2c(CN(C(=O)COc3ccccc3)c3ccccc3)nnc2c2ccccc12
  18.7%, -0.8%, -0.2%, 0.7%, 1.1%, -0.2%, -1.0%, 8.0%, -0.6%, -4.2%, nt
[5] CCC(C)N1C(=O)CCC1C(=O)N1CCN(c2ccccc2F)CC1 (configuration not stated)
  -6.2%, 0.2%, nt, 0.9%, -9.9%, 1.5%, 1.3%, -12.5%, 1.4%, 0.7%, 1.2%
[6] Cc1cccc(C)c1NC(=O)Cn1nnc(-c2ccc(CN3CCC(C)CC3)cc2)n1
  -3.3%, -9.8%, nt, -1.0%, 3.4%, -0.6%, 0.0%, 1.3%, 1.6%, -9.3%, 2.1%
[7] COc1ccc(NC(=O)CCCn2cnc3ccccc3c2=O)cc1
  -8.3%, 4.4%, -6.6%, -3.8%, 2.1%, -0.4%, 4.1%, -4.7%, -5.4%, -4.1%, 1.9%
[8] Cc1cc(C)n2c(Nc3ccc4c(c3)OCCO4)c(-c3ccco3)nc2n1
  -0.5%, nt, nt, 1.3%, 1.7%, ?, 6.8%, 26.7%, 14.6%, -2.5%, 5.1%
[9] C=CCNC(=O)CCCCC(=O)NCC=C
  -2.2%, 0.6%, nt, 1.1%, 13.4%, -0.9%, -7.3%, -34.2%, 2.0%, -5.3%, -6.5%
[10] COc1ccc(NC(=O)CN(C)C(=O)c2ccccc2OC)cc1
  1.7%, -4.0%, 3.1%, 1.6%, 0.4%, 0.3%, -0.6%, 7.6%, -1.8%, -9.3%, 0.7%
[11] O=C1CN(C(=O)c2ccccc2)C(c2ccccc2)c2cc(F)ccc2N1 (configuration not stated)
  18.1%, -7.3%, 14.7%, -0.8%, -4.6%, -0.5%, 0.1%, 22.2%, 15.9%, 0.3%, 12.9%
[12] CCN(CC)C(=O)c1ccc2nc(-c3ccccc3)c(-c3ccccc3)nc2c1
  21.2%, 1.4%, 4.6%, -0.5%, -4.5%, -5.4%, -4.2%, 1.9%, -6.0%, 1.0%, 12.4%
[13] CNC(=O)c1c(N)sc2c1CCCCC2
  -6.5%, nt, nt, -1.0%, 3.5%, ?, 1.8%, 1.6%, -0.2%, 4.5%, 5.2%
[14] CC1(OC(=O)CCc2ccccc2)C(=O)C=C2C=C(c3ccc(C#N)cc3)N(Cc3ccco3)C=C2C1=O (configuration not stated)
  11.0%, 0.0%, 2.5%, -2.2%, 10.6%, 0.4%, 0.2%, 30.2%, -9.5%, -3.0%, ?
[15] CCOC(=O)c1ccc(NC(=S)NCc2cccnc2)cc1
  -0.1%, 0.0%, 1.0%, -6.7%, 1.0%, 0.3%, -1.0%, 4.9%, 8.1%, -9.0%, 5.1%
[16] CCOc1ccc(NC(=O)C2CCC(CNc3c(N4CCC(C)CC4)c(=O)c3=O)CC2)cc1 (configuration not stated)
  2.1%, -21.0%, 1.5%, -3.9%, -1.4%, -7.4%, -0.1%, -13.9%, 5.6%, 1.6%, nt
[17] Cc1cc(C(=O)CN2C(=O)NC3(CCCCCC3)C2=O)c(C)n1C
  nt, 91.8%, 2.7%, 25.4%, 28.0%, ?, 8.9%, nt, nt, ?, nt
[18] O=C(/C=C/c1ccccc1)N1CCN(C(=O)c2ccco2)CC1
  -6.0%, 2.2%, nt, -3.0%, 6.4%, -10.5%, -0.7%, ?, -12.7%, 3.4%, 6.1%
[19] O=C(Nc1ccc(Br)cc1Cl)c1ccc2c(=O)n3c(nc2c1)CCC3
  nt, 90.7%, -1.0%, 3.55µM*, 6.0%, 21.3µM*, 6.51µM*, nt, nt, 3.55µM*, nt
[20] OCC[C@H]1C[C@@H](O)[C@H](O)[C@]2(Cc3ccccc3O2)O1
  nt, 1.5%, -2.7%, 5.5%, 1.8%, 3.0%, -6.0%, nt, nt, -5.8%, nt
[21] O=C(CNC(=O)c1ccc(Cl)cc1Cl)NCC(=O)Nc1ccccc1N1CCOCC1
  2.1%, -25.3%, -2.1%, 1.5%, -3.9%, 3.6%, -0.8%, -6.1%, 8.6%, -1.5%, -6.9%
[22] Cc1cc(-c2ccn[nH]2)c(C)s1
  -1.4%, 0.0%, -0.2%, 1.2%, -2.8%, -14.0%, 1.6%, -15.8%, -5.6%, 1.5%, -0.9%
[23] CC(=O)Oc1ccc2nc(-c3ccc(Br)o3)oc(=O)c2c1
  -8.0%, -11.2%, -2.0%, -2.8%, nt, ?, 1.9%, nt, nt, 5.6%, 17.9%
[24] Cc1nnc(Nc2ccc3c(c2)OCO3)c2ccccc12
  -5.5%, 65.2%, 2.8%, ?, 25.7%, 15.1µM*, ?, -21.2%, 0.1%, ?, 0.2%
[25] O=C1NCCCC1C(=O)N/N=C/c1cccc(Cl)c1 (configuration not stated)
  -4.2%, -0.8%, -0.4%, 7.8%, 1.2%, -2.5%, 5.4%, -1.5%, -10.3%, -2.6%, nt
[26] CCCNC(=O)CSC1=N/C(=C/c2ccc(F)cc2)C(=O)N1CC
  10.4%, -8.2%, 4.2%, -3.7%, -2.6%, 3.9%, -3.2%, 16.3%, -7.2%, -8.0%, 11.5%
[27] CC1CCN(S(=O)(=O)N2CCC(C(=O)NCCc3ccccc3)CC2)CC1
  21.8%, 7.0%, 9.6%, 1.9%, -18.7%, -0.7%, -3.5%, 9.3%, -1.7%, 4.2%, -7.6%
[28] COc1ccc(/C=N/NC(=O)CNS(=O)(=O)c2ccccc2)cc1
  nt, -15.6%, 3.3%, -2.3%, -6.5%, -3.0%, 3.4%, nt, nt, -1.1%, nt
[29] COC(CNS(=O)(=O)c1ccc(S(=O)(=O)N2CCCC2)cc1)OC
  -9.9%, 15.2%, -0.6%, -7.2%, 3.6%, 0.0%, 0.3%, -5.6%, 7.7%, 1.1%, 8.0%
[30] CCn1c(C)c2c([n+]1CC)CC(C)(C)CC2=O
  -3.6%, 0.2%, 9.1%, 0.3%, 0.4%, 2.0%, -6.7%, 23.7%, 2.4%, -1.7%, -8.6%
[31] C=CCC1(Cl)C(=O)C(Cl)=C(N2CCN(C)CC2)C1(OC)OC (configuration not stated)
  ?, 0.8%, -15.1%, -3.6%, 3.5%, 1.1%, 2.6%, -4.4%, -0.6%, -2.4%, -8.8%
[32] O=C(NCCN1CCOCC1)c1cc(-c2ccccc2)on1
  1.8%, -45.7%, -29.1%, 14.4%, 20.3%, -2.9%, 18.4µM*, 37.0%, 4.3%, 20.0%, -2.1%
[33] O=C(NNC(=O)c1ccc(-c2ccccc2)cc1)c1ccccc1
  -6.6%, 72.4%, -2.3%, ?, ?, ?, 8.9%, 30.2%, ?, ?, -1.6%
[34] O=C(Nc1c[nH]c(=O)[nH]c1=O)c1ccccc1Cl
  -6.0%, -5.5%, -7.9%, -0.8%, ?, -3.7%, 5.1%, -0.8%, 3.5%, -5.6%, -2.5%
[35] Cc1cccc(N2CCN(C(=O)c3ccc(CNc4c(N5CCC(C)CC5)c(=O)c4=O)cc3)CC2C)c1 (configuration not stated)
  -6.4%, -40.1%, ?, -7.9%, -3.9%, -19.4%, -8.7%, 28.7%, -1.0%, -7.7%, -8.4%

# Compound activity (PubChem)
